# Bioassay records: PubChem, National Center for Advancing Translational Sciences (NCATS)
# HP1b binding inh – inhibitors of HP1-beta chromodomain binding to methylated histone tails. AlphaScreen HP1-beta / biotin-H3K9me3 peptide binding. Potency, µM (highest dose often 114 µM), inactives show top-dose activity change, negative = inhibition, actives largely listed as inhibitors. 390,000 compounds, 0.56% hits; note: potency is the fitted concentration of half-maximal effect; nearly all actives have a fitted effect of over 70% in size; inactives centre near 23
# Target sequence (P83916 whole entry, looked up): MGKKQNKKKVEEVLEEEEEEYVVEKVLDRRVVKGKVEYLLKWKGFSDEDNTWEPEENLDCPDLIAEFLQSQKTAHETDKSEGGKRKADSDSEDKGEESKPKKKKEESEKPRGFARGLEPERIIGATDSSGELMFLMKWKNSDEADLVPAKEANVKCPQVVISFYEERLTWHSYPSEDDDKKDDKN
#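 HP1-beta protein (50 nM final) preincubated 30 min at room temperature with biotinylated H3(1-18)K9me3 peptide (50 nM) in PBS pH 7.4, 0.01% Tween-20, then compound added for 30 min. AlphaScreen streptavidin donor/nickel chelate acceptor beads (10 ug/mL final), 30 min dark, luminescence read.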
# mIDH1 inhibitor – inhibitors of human mutant IDH1 R132H; O75874; IDH1-R132H enzyme, NADPH consumption, diaphorase/resazurin fluorescence; Potency, µM (doses to about 76.6 µM), for the others: at the highest dose activity change, negative = inhibition, hits mostly inhibitors; 390,000 compounds, 0.093% hits; AID 602179; note: potency is the fitted concentration of half-maximal effect; % is set by controls: 0 for no effect and ±100 for the full control effect; nearly all actives have a fitted effect of over 65% in size
# Target sequence (O75874 whole entry R132H, stated change not applied): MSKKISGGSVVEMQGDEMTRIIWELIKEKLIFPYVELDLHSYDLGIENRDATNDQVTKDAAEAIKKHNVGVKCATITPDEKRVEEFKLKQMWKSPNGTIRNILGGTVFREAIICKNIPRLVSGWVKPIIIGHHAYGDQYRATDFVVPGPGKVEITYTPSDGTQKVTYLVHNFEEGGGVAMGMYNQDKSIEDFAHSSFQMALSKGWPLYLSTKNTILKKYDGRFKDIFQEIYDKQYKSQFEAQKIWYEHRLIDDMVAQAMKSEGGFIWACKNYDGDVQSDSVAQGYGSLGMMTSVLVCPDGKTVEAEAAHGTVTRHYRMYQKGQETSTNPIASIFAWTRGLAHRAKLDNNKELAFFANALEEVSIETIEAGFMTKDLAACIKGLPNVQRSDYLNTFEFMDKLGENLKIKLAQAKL
#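 IDH1-R132H (0.5 ug/mL) preincubated 30 min with compound, then NADPH (0.016 mM) and alpha-KG (2 mM) added; 80 min at RT, pH 7.5. Remaining NADPH coupled via diaphorase/resazurin to fluorescence (540/590 nm); concentration-response curves normalized to no-enzyme control.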
# Pin1 inh – inhibitors of human Pin1; Potency, µM (highest dose often 115 µM), inactives show at the highest dose activity, negative = inhibition, actives largely listed as inhibitors; Q13526; AID 504891; Pin1 FP peptide displacement, HiFluor488, 10 min; 390,000 compounds, 0.009% hits; active = well fitted inhibition curve with a large enough effect in the polarisation, with a control signal flat, not every such curve was filed as active; inconclusive = small, poorly fitted or top-dose-only effect, or effect the other way, or a change in a side signal; inactive = no such curve, though single readings can be large or run the other way; the % refers to the polarisation; note: potency is the fitted concentration of half-maximal effect; % is set by controls: 0 for no effect and ±100 for the full control effect
# Target sequence (Q13526 whole entry, looked up): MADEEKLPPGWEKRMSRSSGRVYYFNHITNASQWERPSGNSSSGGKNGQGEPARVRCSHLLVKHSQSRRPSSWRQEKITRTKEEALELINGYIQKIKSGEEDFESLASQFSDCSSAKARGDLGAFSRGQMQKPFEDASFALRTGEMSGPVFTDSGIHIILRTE
# TrxR1 substrate – is turned over as a substrate by rat TrxR1 | O89049 | purified TrxR1 substrate turnover, NADPH consumption readout | Potency, µM (series often up to 114 µM), for inactives: at the highest dose activity change, negative = substrate turnover | 390,000 compounds, 0.01% hits; note: potency is the fitted concentration of half-maximal effect; % is set by controls: 0 for no effect and ±100 for the full control effect; nearly all actives have a fitted effect of over 50% in size
#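 Rat TrxR1, dispensed at 90 nM, was prereduced with 400 uM NADPH (final) for 5 min at ~22 deg C, then incubated with compound 15 min before 400 uM selenite. A first-read NADPH fluorescence drop versus no-compound background flagged substrates.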
# Tb PGK inh – T. brucei PGK inhibition; Potency, µM (titrated, usually from 57.5 µM), without a hit: at the top dose activity change, negative = inhibition, actives largely listed as inhibitors; PGK/GAPDH coupled, Kinase-Glo luminescence, 60 min; 380,000 compounds, 0.043% hits; P07378; note: potency is the fitted concentration of half-maximal effect; % is set by controls: 0 for no effect and ±100 for the full control effect; nearly all actives have a fitted effect of over 60% in size
#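 Recombinant glycosomal PGK reaction used 1,3-bisphosphoglycerate generated in-well by GAPDH (100nM final) in 100mM TEA pH 7.6, 5mM MgCl2, 0.01% Tween-20. After 60 minutes at room temperature, ATP was read by Kinase-Glo Plus luminescence end-point.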
# TrxR1 inh – inhibitors of rat thioredoxin reductase 1 | O89049 | recombinant rTrxR1, NADPH fluorescence consumption, selenite substrate | Potency, µM (top dose mostly 114 µM), for the others: top-dose activity change, negative = inhibition, hits mostly inhibitors | 390,000 compounds, 1% hits | AID 588453; note: potency is the fitted concentration of half-maximal effect; % is set by controls: 0 for no effect and ±100 for the full control effect; nearly all actives have a fitted effect of over 65% in size
#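 Rat TrxR1 (90 nM in the dispensed reagent) was pre-reduced with 400 uM NADPH for 5 min at room temperature, then incubated with compound for 15 min. After 400 uM selenite was added, NADPH fluorescence (Ex 340/Em 450 nm) was followed for 8 min.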
# PI4K2A inh – PI4K2A (human) kinase inhibition; Q9BTU6; purified PI4K2A, ADP-Glo luminescence, 1 h; stronger effect = lower value; activity change, negative = inhibition, % at 76.9 µM; 420,000 compounds, 0.13% hits; in the data active = activity change below about -50%; inconclusive = mostly about -30% to -49%;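 note: -100% = wells without enzyme as full effect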
#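 PI4K2A activity was measured by ADP-Glo luminescence: enzyme (4 ug/mL stock) and phosphatidylinositol (1.2 mM stock) in Tris pH 7.5/MgCl2/EGTA/Triton X-100 buffer were reacted with ATP (300 microM stock) for one hour at ambient temperature.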
# GLS inh – glutaminase GLS (human) inhibition; Potency, µM (doses to about 45.5 µM), for the others: at the highest dose activity change, negative = inhibition, hits mostly inhibitors; GLS enzymatic activity, qHTS titration; 410,000 compounds, 0.21% hits; note: potency is the fitted concentration of half-maximal effect; % is set by controls: 0 for no effect and ±100 for the full control effect
#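 Two-point fluorescence kinetic (t0, 30 min RT) for hKGA; glutamate detected via glutamate oxidase–HRP–Amplex Red. Substrate: 1 mM L-glutamine solution; buffer 45 mM KH2PO4, pH 8.2.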
# USP1 inh – USP1/UAF1 (human) deubiquitinase inhibition; O94782; recombinant USP1/UAF1, Ub-Rhodamine cleavage fluorescence; Potency, µM (series often up to 57.1 µM), inactives show top-dose activity change, negative = inhibition, most hits filed as inhibitors; 390,000 compounds, 0.23% hits; AID 743255; note: potency is the fitted concentration of half-maximal effect; % is set by controls: 0 for no effect and ±100 for the full control effect; nearly all actives have a fitted effect of over 60% in size; inactives centre near -12
#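 Step one: compound is pinned into 1nM USP1/UAF1 in HEPES pH 7.8 buffer with TCEP. Step two: 15 min room-temperature incubation. Step three: Ub-Rho (150nM final) starts cleavage, tracked by fluorescence over six one-minute reads.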
# An asterisk follows results filed as active; i = inactive; ? = inconclusive; . = not tested or not shown; [ ] = another dose, or the depositor's remark. Unless noted, calls come from the whole dose curve; as a rule, active = well fitted curve in the direction sought with a large enough effect; inconclusive = small, poorly fitted or top-dose-only effect, or another doubt; inactive = no such curve, though single readings can be large; an effect the other way counts as inactive or inconclusive. Not all compounds are listed; the hit share may differ from the screen's.
SMILES,HP1b binding inh,mIDH1 inhibitor,Pin1 inh,TrxR1 substrate,Tb PGK inh,TrxR1 inh,PI4K2A inh,GLS inh,USP1 inh
CCOC(=O)N1CCN(C(=O)CN(c2cccc(C)c2)S(=O)(=O)c2ccccc2)CC1,29%,2%,-1%,8%,-3%,11%,-2,-12%,-14%
Cc1sc2ncn(CC(=O)OC(C)C(=O)NC(C)(C)C)c(=O)c2c1C (configuration not stated),33%,7%,-6%,2%,8%,-4%,-1,-1%,0%
COc1ccc(Cn2nnnc2C(c2ccccc2Cl)N2CCN(C)CC2)cc1 (configuration not stated),21%,1%,0%,7%[57.1 µM],0%,10%[57.1 µM],-5,7%,-27%
Cc1ccccc1CN1c2ccccc2S(=O)(=O)c2ccccc21,-17%,-13%,-2%,2%[57.1 µM],-3%,15%[57.1 µM],0,-8%,-10%
CC(C)[C@H](NC(=O)N1CC(=O)Nc2ccccc21)C(=O)N1CCC(C(=O)O)CC1,49%[activator],-1%,-9%,4%,-6%,18%,-3,-6%,-9%
CCc1ccc(/C=N/NC(=O)c2nnn(-c3nonc3N)c2CN2CCOCC2)cc1,10%[57 µM],1%,0%,-8%,i,7%,2,-2%,-21%
CCOC(=O)c1cc(CC)sc1NC(=O)COC(=O)c1cnccn1,11%,-19%,2%,-2%,-8%,13%[57.1 µM],1,0%,-16%
CCOC(=O)Cc1c(C)nc2c(-c3cccc(Br)c3)c[nH]n2c1=O,15%,0%,-8%,40%[activator],-12%,-15%,-16,34%[activator],2%
Cc1ccc(NC(=O)CSc2nnc(-c3ccncc3)o2)cc1,8%,3%,4%,1%[57.1 µM],-2%,9%[57.1 µM],6,6%,5%
O=C(CN1CCCC1)Nc1ccc(S(=O)(=O)N2CCCCC2)cc1,28%,-3%,-7%,5%,-2%,28%,2,2%,-19%
O=C(C1=C[C@@H](c2ccc(C(F)(F)F)cc2)C[C@@H](OCCCCO)O1)N1CCOCC1,46%[activator],-4%,-7%,-2%,-4%,-17%,-1,7%,-28%
CC(CNC(=O)c1ccco1)NC(=O)c1ccco1 (configuration not stated),-5%,-12%,-13%,0%,-7%,9%,1,0%,-15%
C=CC[C@@H](CC(=O)NCCO)C(=O)N[C@H](C)COC(=O)[C@@H](CC=C)Cc1ccc(F)cc1,55%[activator],9%,0%,7%,0%,25%,-1,1%,?
O=C(O)COc1ccc2occ(C(=O)c3ccccc3)c2c1,45%,-1%,-1%,0%,-9%,6%,-5,10%,-5%
COc1ccc(C(O)CNc2ccc(C)cc2)cc1 (configuration not stated),0%,2%,1%,0%,2%,2%,-10,23%,-3%
Cc1ccc(-c2c3c(=O)n(C)c(=O)n(C)c3cn2-c2ccccc2O)cc1,26%,-7%,-5%,-1%,i,-16%,-1,35%[activator],-20%
O=C(Nc1ccc(N2CCOCC2)cc1)c1ccc(S(=O)(=O)NCc2ccco2)cc1,25%,4%,-3%,7%,0%,28%,-3,1%,-9%
O=C(c1ccc(Br)s1)N1CCN(Cc2ccc3c(c2)OCO3)CC1,14%,10%,-1%,4%,-6%,18%,-4,-5%,-6%
COc1ccccc1CN(Cc1cccnc1)S(=O)(=O)c1ccc(-n2cnnn2)c(OC)c1,-7%,2%,-1%,3%,-10%,12%,-3,-1%,-22%
CN(C)CC(C)(C)CNS(=O)(=O)c1ccc(Cl)cc1,40%,7%,-2%,-5%[57.1 µM],-2%,7%[57.1 µM],3,-2%,-10%
O=C(c1ccccc1)N(Cc1ccccc1)c1ccccn1,39%[activator],10%,0%,-2%,0%,12%,3,0%,-7%
CN1CCN(Cc2ccc(-c3ccc(Cl)cc3)o2)CC1,17%,12%,0%,7%,-2%,-23%,-1,5%,-13%
COc1ccc(S(=O)(=O)N2CCOC2CNC(=O)C(=O)NCc2ccc3c(c2)OCO3)cc1 (configuration not stated),17%,-1%,6%,-6%,-1%,-2%,-7,-12%,-14%
Cc1ccc(-n2nc(C)cc2Nc2ncc(Cl)cc2Cl)cc1,41%[activator],5%,2%,-7%,18%,-4%,-1,-3%,0%
Cc1ccc2c(=O)cc(C(=O)Nc3cccc(Cl)c3C)oc2c1C,52%[activator],20%,2%,0%,i,12%,4,3%,-11%

# Quoted from the listing:
# Cc1sc2ncn(CC(=O)OC(C)C(=O)NC(C)(C)C)c(=O)c2c1C (configuration not stated) in PI4K2A inh shows -1
# CCc1ccc(/C=N/NC(=O)c2nnn(-c3nonc3N)c2CN2CCOCC2)cc1 in TrxR1 inh shows 7%
# CCOC(=O)N1CCN(C(=O)CN(c2cccc(C)c2)S(=O)(=O)c2ccccc2)CC1 in TrxR1 inh shows 11%
# Cc1ccc(-n2nc(C)cc2Nc2ncc(Cl)cc2Cl)cc1 in USP1 inh shows 0%

# Returning to the listing with the two entries that preceded the break.
SMILES,HP1b binding inh,mIDH1 inhibitor,Pin1 inh,TrxR1 substrate,Tb PGK inh,TrxR1 inh,PI4K2A inh,GLS inh,USP1 inh
Cc1ccc(-n2nc(C)cc2Nc2ncc(Cl)cc2Cl)cc1,41%[activator],5%,2%,-7%,18%,-4%,-1,-3%,0%
Cc1ccc2c(=O)cc(C(=O)Nc3cccc(Cl)c3C)oc2c1C,52%[activator],20%,2%,0%,i,12%,4,3%,-11%
O=C(C1CC(c2ccc(F)cc2)=NO1)N1CCCCC1 (configuration not stated),33%[activator],13%,-6%,0%[57.1 µM],i,2%[57.1 µM],6,-5%,0%
Cc1ccc(-c2ccc(CN3C(C)C(=O)N(Cc4cn(CC5CCCCC5)nn4)CCS3(=O)=O)cc2)cc1 (configuration not stated),.,3%,.,.,-1%,.,-5,-6%,-28%
CN(CC(=O)Nc1ccc(F)c(F)c1F)C(=O)C1CCCCC1,34%,-9%,3%,4%,-3%,17%,3,-5%,-13%
CCn1c(SCC(=O)NCC2CCCO2)nnc1-c1c[nH]c2ccccc12 (configuration not stated),35%,9%,-6%,3%,-1%,20%[2.29 µM],-14,1%,-27%
COc1cccc(C(=O)N2CCN(S(C)(=O)=O)CC2)c1,14%,4%,-3%,-2%,-5%,-3%,-5,1%,-6%
COc1cccc(OCCNc2ccc([N+](=O)[O-])cn2)c1,-6%,-14%,-1%,-12%,0%,2%,4,1%,-9%
Cc1nn2c(=O)[nH]cnc2c1Cl,.,16%,.,.,-9%,.,-3,-6%,-12%
O=C1c2cccc3cccc(c23)C(=O)N1CCN1CCN(C(=S)Nc2ccccc2)CC1,9%,-1%,18%,-6%,1%,-3%,-2,16%,-5%
CCOC(=O)CSc1nc2ccc(NC(=O)c3ccccc3)cc2s1,48%[activator],22%,37%[activator],-10%,1%,-3%,-1,-12%,-9%
CCc1cc(-c2nnn(CCC3COCCO3)c2C(C)(C)O)ccc1-c1cn(CCc2c[nH]c3ccccc23)nn1 (configuration not stated),.,-4%,.,.,8%,.,-6,1%,-18%
CCCCc1nc(SCC(=O)Nc2nnc(C(C)C)s2)n[nH]1,25%,0%,4%,8%,12%,16%,-4,0%,-15%
CCC(CC)C(=O)Nc1cccc(C(=O)Nc2nccs2)c1,26%,-2%,6%,-1%,3%,-4%,19,.,-20%
Cc1[nH]c2ccc(C(=O)N3CCN(c4ccccn4)CC3)cc2c1C,7%,-6%,-1%,0%,-8%,-14%,-3,1%,-22%
Cc1cc(CSc2ccccc2C(=O)O)on1,16%,0%,3%,-6%,-9%,-9%,-4,4%,-18%
CC(=O)Nc1ccc(Sc2ccccc2C(=O)O)c(C(=O)O)c1,1%,-4%,-3%,-4%,6%,-2%,-3,4%,-11%
O=S(=O)(c1ccc(NC(=S)NN=C(Cc2ccccc2)Cc2ccccc2)cc1)N1CCOCC1,-20%,2%,3%,4%[57.1 µM],0%,-2%[57.1 µM],1,?,-20%
O=C(OC1CCCCC1=O)c1cc(Cl)ccc1[N+](=O)[O-] (configuration not stated),31%,5%,-3%,-14%[57.1 µM],0%,32%[57.1 µM],4,-14%,-20%
CCCCCn1c(N)c(-c2nc3ccccc3o2)c2c([N+](=O)[O-])nn(CC)c(=O)c21,?,0%,1%,-5%,15%,8%,3,6%,-7%
CC(=O)Nc1ccc(CC(=O)Nc2ccc3c(c2)OC2(CCCC2)O3)cc1,.,4%,.,.,-4%,.,-1,3%,-5%

# Whole records, looked up by structure. Order of values: HP1b binding inh, mIDH1 inhibitor, Pin1 inh, TrxR1 substrate, Tb PGK inh, TrxR1 inh, PI4K2A inh, GLS inh, USP1 inh
# Cc1ccc(-c2ccc(CN3C(C)C(=O)N(Cc4cn(CC5CCCCC5)nn4)CCS3(=O)=O)cc2)cc1 (configuration not stated) in the list: ., 3%, ., ., -1%, ., -5, -6%, -28%
# CCC(CC)C(=O)Nc1cccc(C(=O)Nc2nccs2)c1 in the list: 26%, -2%, 6%, -1%, 3%, -4%, 19, ., -20%
